NPYLR7 agonist – activates Aedes aegypti NPYLR7 receptor | HEK293T NPYLR7/Galpha15, GCaMP6s calcium fluorescence | activation, % at 10 µM | actives 0.15% (n = 270,000); in the data active means activation above about 40%;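 further: 0% = vehicle and 100% = reference agonist at the receptor; some compounds past the cut are filed as inactive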
hcGAS inh – inhibitors of human cGAS. Q8N884. recombinant h-cGAS, ATP depletion, Kinase-Glo luminescence. inhibition, % at 12.5 µM. actives 0.081% (n = 290,000). AID 1259398;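 further: 0% = vehicle reaction and 100% = reaction without DNA for no activity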
Target sequence (Q8N884 whole entry, looked up): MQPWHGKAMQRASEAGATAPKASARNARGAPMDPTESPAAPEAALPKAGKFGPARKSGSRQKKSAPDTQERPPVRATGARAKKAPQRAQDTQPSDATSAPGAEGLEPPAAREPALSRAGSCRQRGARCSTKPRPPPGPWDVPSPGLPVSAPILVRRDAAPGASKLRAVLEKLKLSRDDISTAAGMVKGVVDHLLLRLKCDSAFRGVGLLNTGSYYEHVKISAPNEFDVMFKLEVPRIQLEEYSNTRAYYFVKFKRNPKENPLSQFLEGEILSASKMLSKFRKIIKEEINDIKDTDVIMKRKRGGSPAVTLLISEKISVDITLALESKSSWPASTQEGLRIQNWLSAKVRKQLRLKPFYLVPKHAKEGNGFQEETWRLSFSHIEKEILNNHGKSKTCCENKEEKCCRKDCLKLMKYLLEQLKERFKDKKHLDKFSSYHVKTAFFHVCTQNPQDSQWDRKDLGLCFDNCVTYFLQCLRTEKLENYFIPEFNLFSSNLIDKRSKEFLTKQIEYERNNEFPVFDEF
mcGAS lum – inhibitors of mouse cGAS; Q8C6L5; inhibition, % at 12.5 µM; actives 0.15% (n = 160,000); recombinant cGAS, Kinase-Glo ATP depletion luminescence;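 further: 0% = negative control wells and 100% = reference inhibitor with no enzyme activity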
* hit, by the source's call; x = no result given; & = joins results of further samples. Unless noted, no stated cut-off is given here; in the data, active means inhibition above about 40%; inactive means the rest.

SMILES	NPYLR7 agonist	hcGAS inh	mcGAS lum
CC(C)[C@@H]1C[C@@H]2C[C@@H](N(C)Cc3ccccc3)C[C@]2(c2ccccc2)CO1	9	-8	-10
NC(N)=NC(N)=Nc1ccc(SC(F)F)cc1	0	0	x
CC(=O)Oc1c(-c2ccc(NC(=O)c3cccs3)cc2)c(-c2cccc(C)c2)nn1-c1cccc(C)c1C	8	4	-4
Cc1cc(C)c(C)c(S(=O)(=O)N2CCC(c3cn(Cc4cccc(F)c4)c4ccccc34)CC2)c1C	25	-3	-8
O=C(Cc1ccc(Cl)c(Cl)c1)N1N=C(C(F)F)CC1(O)C(F)F (stereo not given)	4	7	x
COC(=O)c1ccc(C(C)N(C)Cc2ccc(Cl)s2)o1 (stereo not given)	-1	-7	x
CCN(CC)C(=O)c1ccc(C2CCCN2C(=O)c2occc2C)s1 (stereo not given)	17	-6	x
Cc1nc2n(n1)C(=O)C(C(c1cccs1)N1CCc3ccccc3C1)S2 (stereo not given)	3	-5	-8
O=S(=O)(Nc1cc(C(F)(F)F)ccc1-n1cccn1)c1ccccc1	8	-1	-6
FC(F)(F)c1ccc(-c2noc(CN3CCN(C4CCCC4)CC3)n2)cc1	-2	-4	-4

Pulled by compound from the entries so far:
SMILES	NPYLR7 agonist	hcGAS inh	mcGAS lum
O=C(Cc1ccc(Cl)c(Cl)c1)N1N=C(C(F)F)CC1(O)C(F)F (stereo not given)	4	7	x
CC(C)[C@@H]1C[C@@H]2C[C@@H](N(C)Cc3ccccc3)C[C@]2(c2ccccc2)CO1	9	-8	-10

Next part
SMILES	NPYLR7 agonist	hcGAS inh	mcGAS lum
Cc1ccc(-c2nc(CN3CCCC3c3nc4ccccc4s3)c(C)o2)s1 (stereo not given)	-9	-4	-3
O=C(O)C1CCCN(S(=O)(=O)N2CCCCC2)C1 (stereo not given)	2	-7	-6
Clc1ccc(-n2nnnc2Sc2ncnc3sc4c(c23)CCC4)cc1	1	-3	x
CCOc1ccc(-n2c(N3CCSCC3)nc3cc(C(=O)OC)ccc3c2=O)cc1	4	1	0
Cc1nc(SCC(=O)Nc2ccccn2)n[nH]1	-3	-6	-4
O=C(NCCN1CCCCC1)c1cc2n(n1)CCN(Cc1ccc(Cl)cc1)C2=O	16	-3	-7
Cc1ccsc1CNC(=O)c1ccc(C#CC(C)(C)O)o1	-7	-7	-11
CC(C)(C)N(CC(=O)N1CCc2sccc2C1c1ccccc1)C(=O)c1ccc(F)cc1 (stereo not given)	18	-7	-4
Cc1cc(=O)[nH]c(-n2nc(C)c(CCC(=O)Nc3ccccc3C(N)=O)c2C)n1	3	-1	x
O=P1(NCCCn2ccnc2)C=C(c2ccccc2)SC(c2ccccc2)=C1	1	-6	-6
O=C(Nc1cccc([N+](=O)[O-])c1)C12CC3CC(CC(C3)C1)C2	-7	-7	-6
Cc1[nH]c2ccc(C(=O)OCc3ccc(C#N)cc3)cc2c1C	10	-4	x
Cc1cc2cc(CCNC(=O)C3CC3)c(=O)[nH]c2cc1C	1	-3	-7
COC(=O)C1C(=N)Oc2c(oc(CO)cc2=O)C1c1ccc(Cl)cc1 (stereo not given)	-11	-6	-10
O=C1CCCN1CCC1CCCCN1C(=O)Nc1cc(F)ccc1F (stereo not given)	7	-5	x
CN(CCCc1cnn(C)c1)Cc1cnc2c(-c3ccccc3)cnn2c1	11	-8	-12
Cc1cc(C(=O)CSc2nnnn2Cc2cccs2)c(C)n1-c1ncn[nH]1	7	-7	-3
C=CCN(CC=C)c1nc(-c2cccc(Br)c2)nc2ccccc12	2	2	-3
Cc1oc(-c2ccc(Cl)cc2)nc1CN(CC1CC1)CC1CCCO1 (stereo not given)	9	-3	-15
CC1CCC(N(Cc2nnsc2Cl)C2CC2)CC1 (stereo not given)	-1	3	x
O=C(c1ccccc1)N1CCN(Cn2nnc3ccccc32)CC1	3	-4	x
FC(F)(F)c1ccc(Cl)c(-n2c(COc3ccccc3)n[nH]c2=S)c1	-14	-2	x
O=C1CC(c2nc3ccccc3n2CCCOc2ccccc2)CN1Cc1ccccc1 (stereo not given)	0	-9	-3
CC1(C)CC[C@]2(C)CC[C@]3(C)C(=CCC4[C@@]5(C)CC[C@H](O)C(C)(C)C5CC[C@]43C)C2C1 (stereo not given in full)	x	-5	-3
COCC(NC(=O)c1cc(-c2ccccc2)n[nH]1)c1ccnn1C (stereo not given)	17	-10	x
CCCCSc1nnc2c(n1)OC(c1cc(Br)c(O)c(OC)c1)Nc1ccccc1-2 (stereo not given)	11	2	-2
CCOC(=O)C1(CCOC)CCN(Cc2cc(OC)ccc2F)CC1	0	0	x
CC(C)c1cc(Br)c(NC(=O)N2CC(=O)N3CC(C)c4ccccc4C3C2)c(Br)c1 (stereo not given)	1	-3	-5
O=C(CN(CC(=O)N1CCOCC1)S(=O)(=O)c1ccc(Br)s1)N1CCOCC1	-6	1	x
CC(c1ccccc1)n1cnn(CN2CCOC(c3ccc(F)cc3)C2)c1=S (stereo not given)	-3	-7	x
Cc1ccc(-c2nc(CS(=O)(=O)Cc3cc(=O)n4cc(C)ccc4n3)co2)c(C)c1	1	-3	-9
O=C(NCc1cccnc1)c1cc(NC(=O)c2cccc3ccccc23)ccc1N1CCc2ccccc2C1	x	-3	-4
COc1ccc(CNC(=O)Cn2nc(C(F)(F)F)cc2C)cc1	17	-2	-6
COc1ccc(C)cc1NC(=O)c1c([N+](=O)[O-])cnn1C	-1	-7	-6
COc1ccc(S(=O)(=O)N(C)C)c(C)c1C	6	-1	x
CC(C)Cc1nc(-c2nc3c([nH]2)CC(C)(C)CNC3=O)no1	4	-5	x
Cc1ccc(S(=O)(=O)Nc2cc(CO)ccc2Cl)cc1F	-4&5	4&-4	x
O=C(Cn1nc(-c2cccs2)c2sc(N3CCCCC3)nc2c1=O)c1ccc2c(c1)OCCO2	-1	-12	-10
Cc1c(C(=O)NC2CCCC2)sc(=O)n1Cc1ccccc1	-1	-10	x
CN(CC1Cc2ccccc2CN1C)C(=O)c1ccc2c(c1)nnn2C (stereo not given)	-1	-7	x

A second format for part of the listing above:
SMILES | NPYLR7 agonist | hcGAS inh | mcGAS lum
FC(F)(F)c1ccc(Cl)c(-n2c(COc3ccccc3)n[nH]c2=S)c1 | -14 | -2 | x
O=C1CC(c2nc3ccccc3n2CCCOc2ccccc2)CN1Cc1ccccc1 (stereo not given) | 0 | -9 | -3
CC1(C)CC[C@]2(C)CC[C@]3(C)C(=CCC4[C@@]5(C)CC[C@H](O)C(C)(C)C5CC[C@]43C)C2C1 (stereo not given in full) | x | -5 | -3
COCC(NC(=O)c1cc(-c2ccccc2)n[nH]1)c1ccnn1C (stereo not given) | 17 | -10 | x
CCCCSc1nnc2c(n1)OC(c1cc(Br)c(O)c(OC)c1)Nc1ccccc1-2 (stereo not given) | 11 | 2 | -2
CCOC(=O)C1(CCOC)CCN(Cc2cc(OC)ccc2F)CC1 | 0 | 0 | x
CC(C)c1cc(Br)c(NC(=O)N2CC(=O)N3CC(C)c4ccccc4C3C2)c(Br)c1 (stereo not given) | 1 | -3 | -5
O=C(CN(CC(=O)N1CCOCC1)S(=O)(=O)c1ccc(Br)s1)N1CCOCC1 | -6 | 1 | x
CC(c1ccccc1)n1cnn(CN2CCOC(c3ccc(F)cc3)C2)c1=S (stereo not given) | -3 | -7 | x
Cc1ccc(-c2nc(CS(=O)(=O)Cc3cc(=O)n4cc(C)ccc4n3)co2)c(C)c1 | 1 | -3 | -9
O=C(NCc1cccnc1)c1cc(NC(=O)c2cccc3ccccc23)ccc1N1CCc2ccccc2C1 | x | -3 | -4
COc1ccc(CNC(=O)Cn2nc(C(F)(F)F)cc2C)cc1 | 17 | -2 | -6
COc1ccc(C)cc1NC(=O)c1c([N+](=O)[O-])cnn1C | -1 | -7 | -6
COc1ccc(S(=O)(=O)N(C)C)c(C)c1C | 6 | -1 | x
CC(C)Cc1nc(-c2nc3c([nH]2)CC(C)(C)CNC3=O)no1 | 4 | -5 | x
Cc1ccc(S(=O)(=O)Nc2cc(CO)ccc2Cl)cc1F | -4&5 | 4&-4 | x
O=C(Cn1nc(-c2cccs2)c2sc(N3CCCCC3)nc2c1=O)c1ccc2c(c1)OCCO2 | -1 | -12 | -10
Cc1c(C(=O)NC2CCCC2)sc(=O)n1Cc1ccccc1 | -1 | -10 | x
CN(CC1Cc2ccccc2CN1C)C(=O)c1ccc2c(c1)nnn2C (stereo not given) | -1 | -7 | x

The list goes on.
SMILES	NPYLR7 agonist	hcGAS inh	mcGAS lum
COc1ccc(-c2cc(C(=O)N3CCN(c4ccccc4F)CC3)nc3c(-c4ccccc4)c(C)nn23)cc1	2	-4	-6
O=C(C1COc2ccccc2O1)N1CCN(CCCOC(c2ccc(Cl)cc2)c2ccc(Cl)cc2)CC1 (stereo not given)	-6	-2	-5
Cc1ccc(C(=O)Nc2ccc(N3CCc4ccccc4C3)c(C(=O)NCCN3CCOCC3)c2)cc1[N+](=O)[O-]	16	-2	-5
Cc1ccsc1-c1nccc(CCC(F)(F)F)n1	-2	-2	x
CC(C)c1ccc(N2CCC(C(=O)NCC3CCCO3)C2=O)cc1 (stereo not given)	7	-8	x
COc1ccc(CNC(=O)c2sc(=O)n(Cc3c(C)cccc3C)c2C)cc1OC	11	-7	x
CCCc1nc(N2CCN(C(=O)Nc3cccc(Cl)c3)CC2)c2c3c(sc2n1)CCCC3	-10	-1	-2
COCCN(Cc1cccc(OS(=O)(=O)c2cccc(C(F)(F)F)c2)c1)C(=O)C(c1ccccc1)c1ccccc1	20	2	-4
Cc1cn(CC(=O)N(C2CCCC2)C2CCS(=O)(=O)C2)c(=O)n1-c1ccc(C#N)cc1 (stereo not given)	10	-3	x
CC(c1ccccc1)c1nc2c(OCc3ccccc3)cccn2c1NCc1ccccc1 (stereo not given)	4	-5	-9
Cc1ccc(CN(C)Cc2nc(-c3ccc(Cl)cc3)no2)o1	4	-8	x
CCc1c(C)c(C#N)c2nc3ccccc3n2c1N1CCCC1	5	-3	x
CC(C)NC(=O)N(Cc1cc(N)ccc1N(C)C)CC1CC1	-3	-7	x
Cc1nnc(N(C)Cc2ccc(Cl)s2)c(C#N)c1C	0	-2	x
COc1ccc(CNC2CCOCC2)c(OC2CCCC2)c1	3	-10	x
COc1ccc(S(=O)(=O)NCC2CCCO2)cc1N1CCN(C(=O)c2cc(OC)c(OC)c(OC)c2)CC1 (stereo not given)	4	-8	-6
Cn1cc(CNC(=O)/C=C/c2ccc(-c3ccccc3F)o2)cn1	-5	-6	-17
O=C(c1ccc2c(c1)OCO2)N1CCN(c2nc(C3CCCCC3)nc3sc4c(c23)CCCC4)CC1	-11	-3	-3
COCCCN(CC(=O)N1CCc2sccc2C1COc1cccc(F)c1)C(=O)NC(C)C (stereo not given)	-2	-2	-4
Brc1c(-c2ccccc2)nc2ccccn12	4	-2	x
Cc1nnc(CN(C)c2ccc(-c3nc(-c4ccccc4F)no3)cn2)o1	21	-5	x
CCCCNC(=O)N1CCCN(c2nc(CCC(C)C)nc3c2cnn3-c2cccc(Cl)c2)CC1	24	-3	1
CCc1ccc(NC(=O)CSc2nnc(-c3cccn(C)c3=O)n2CC)cc1	3	-8	x
COc1cccc(F)c1-c1cncnc1	1	2	x
Cn1c(Cc2ccccc2)nc2cnc(Nc3ccncc3)cc21	5	-3	-1
O=c1c2cnc3ncnn3c2ccn1Cc1ccc(Cl)cc1	2	-7	x
CC1(C)CC(=O)C(C(c2ccccn2)c2c[nH]c3ccccc23)C(=O)C1 (stereo not given)	-2	-6	-8
O=C(NN1C(=O)C2C(C1=O)C1C=CC2C12CC2)c1cccc(Br)c1 (stereo not given)	3	-2	-2
CC(C)Cc1cc(CNC(=O)c2ccccc2C2CCNC2)no1 (stereo not given)	-2	-2	x
NS(=O)(=O)c1ccc(Sc2ccc3ccccc3c2)nc1	8	-8	x
CCCn1ncnc1C(C)NC(=O)CN(C)C1CCCC1 (stereo not given)	x	-12	-3
CN1C(=O)NC(c2cccc(Cl)c2Cl)C2=C1CN(CCC(=O)NCc1ccco1)C2=O (stereo not given)	0	-5	-4
Cn1cc(NC(=O)NC2CCCC2)c2ccccc21	-1	-5	-9
CCOC(=O)CNC(=O)CSc1nnc(C)c2cnn(-c3ccccc3OC)c12	-8	-5	-15
C=CCNS(=O)(=O)c1ccc2nc(NC(=O)C3CCCO3)sc2c1 (stereo not given)	11	-22	-6
O=c1c2cnc3ncnn3c2ccn1-c1cccc(F)c1	3	-9	x
CC1CCCC(N=c2c([N+](=O)[O-])nn(-c3ccccc3)n2O)C1C (stereo not given)	2	-5	-6
CCNc1ncc(C(=O)N2CCC(=O)N(CC3CC3)C(C(C)C)C2)cn1 (stereo not given)	24	-7	x
CN(Cc1cnn(-c2ccc(F)cc2)c1)c1nncc(-c2ccccc2)n1	-3	-8	-4
Cc1ccc2nc(N(CCCN(C)C)C(=O)c3ccnn3C)sc2c1	x	-3	-9
COc1cccc(C2c3cccn3CCCN2Cc2ccccc2C(F)(F)F)c1 (stereo not given)	-1	-3	-3
Cc1ccccc1-c1cc(NCc2ccc(F)cc2F)n(C)n1	-4	1	x
COc1ccccc1-c1nc(CS(=O)(=O)C23CC4CC(CC(C4)C2)C3)cs1	12	-6	x
COc1ccccc1C(=O)N(CCN(C)C)c1nc2c(Cl)cccc2s1	-10	-7	-7
Cc1ccc(NC(=O)c2sc(=O)n(Cc3cccc(C(F)(F)F)c3)c2C)cc1	7	-4	x
OC(COc1ccccc1)CN(Cc1cccc(Cl)c1)CC1CC(c2ccccc2Cl)=NO1 (stereo not given)	x	2	-3
COc1cccc(-c2cc(C(=O)NC3CCN(Cc4ccccc4)CC3)c(C)n2-c2ccccc2F)c1	14	1	-4
CCN(CC)C(=O)Cn1cc(SCC(=O)N2CC(C)OC(C)C2)c2ccccc21 (stereo not given)	-1	-6	-8

Source: PubChem BioAssay
